Compound activity deposited in PubChem by several laboratories.
PG9 Ab binder – PG9 antibody binding by small molecule. TR-FRET gp120-PG9 antibody binding. inhibition, % at 6.7 µM. actives 0.43% (n = 360,000). AID 624416; in the data active means inhibition above about 8.5%
PRMT1 inh – blocks human protein arginine methyltransferase 1; Q99873; recombinant PRMT1, activity-based probe fluorescence polarization; inhibition, % at 2.79 µM; actives 1.3% (n = 370,000); AID 652257;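 active means inhibition above about 21% made by adding two undisclosed values, limit read from the data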
rCAG binder – r(CAG) repeat RNA binding | TO-PRO-1 dye displacement fluorescence | inhibition, % at 3 µM | actives 1.3% (n = 370,000) | AID 651821;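 active means inhibition above the plate cutoff, the mean of all test compounds on that plate plus 3 SD, cut at about 35% in these data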;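 further: 0% = DMSO alone and 100% = 100 µM mitoxantrone as full dye displacement; higher means more dye released from RNA so lower well fluorescence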
HTRA1 inh – HTRA1 (human) protease inhibition; recombinant HTRA1, FP-rhodamine activity-based probe, fluorescence polarization; inhibition, % at 5.96 µM; Q92743; actives 0.5% (n = 340,000); in the data active means inhibition above about 36%;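 further: 0% = enzyme with DMSO and 100% = wells lacking enzyme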
SIAE primary – blocks human sialic acid acetylesterase; actives 0.69% (n = 370,000); inhibition, % at 9.66 µM; SIAE FP-Rh probe binding, fluorescence polarization; Q9HAT2; AID 1053197;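 active means inhibition above a cutoff: mean of compounds within the control limits plus 3 SD of those, cut at about 17% in these data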;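 further: 0% = plate median of compound wells and 100% = probe without SIAE protein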
Target sequence (Q9HAT2 whole entry, looked up): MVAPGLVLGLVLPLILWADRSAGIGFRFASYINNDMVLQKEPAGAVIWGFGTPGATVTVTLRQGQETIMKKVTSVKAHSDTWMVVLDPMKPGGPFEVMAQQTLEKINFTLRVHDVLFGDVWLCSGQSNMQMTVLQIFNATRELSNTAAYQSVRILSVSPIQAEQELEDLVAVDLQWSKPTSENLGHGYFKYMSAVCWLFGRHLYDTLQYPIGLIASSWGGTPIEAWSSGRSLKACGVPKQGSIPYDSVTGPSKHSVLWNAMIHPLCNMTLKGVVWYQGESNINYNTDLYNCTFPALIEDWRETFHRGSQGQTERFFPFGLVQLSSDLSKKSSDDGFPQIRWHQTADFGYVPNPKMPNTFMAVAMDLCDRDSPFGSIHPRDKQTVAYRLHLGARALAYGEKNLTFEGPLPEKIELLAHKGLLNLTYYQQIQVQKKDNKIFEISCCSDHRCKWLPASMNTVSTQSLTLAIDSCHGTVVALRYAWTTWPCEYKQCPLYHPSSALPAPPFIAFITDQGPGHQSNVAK
TDP2 inh – TDP2 (human) inhibition, absorbance primary screen. O95551. recombinant TDP2, T5PNP hydrolysis, p-nitrophenol absorbance 415 nm. inhibition, % at 12.8 µM. actives 0.34% (n = 370,000);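 active means inhibition above the mean of all tested compounds plus 3 SD, set per campaign, cut at about 25% in these data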;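 further: 0% = DMSO with enzyme and 100% = buffer with substrate but no TDP2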
Target sequence (O95551 whole entry, looked up): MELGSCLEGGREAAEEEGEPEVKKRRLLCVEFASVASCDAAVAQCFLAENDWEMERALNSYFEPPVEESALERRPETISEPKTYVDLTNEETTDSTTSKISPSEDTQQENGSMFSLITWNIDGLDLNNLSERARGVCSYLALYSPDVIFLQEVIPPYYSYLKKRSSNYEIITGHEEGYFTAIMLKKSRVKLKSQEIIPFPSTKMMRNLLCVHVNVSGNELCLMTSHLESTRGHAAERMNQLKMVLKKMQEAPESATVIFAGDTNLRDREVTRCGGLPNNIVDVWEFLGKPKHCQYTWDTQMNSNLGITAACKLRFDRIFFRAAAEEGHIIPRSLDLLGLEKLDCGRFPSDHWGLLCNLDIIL
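Evaluation: % inhibition relative to enzyme-containing and enzyme-free wells. Material: recombinant human TDP2. Benchmarks: enzyme-free and DMSO wells. Timing: enzyme reaction with compound for 2 h at 37 °C. Compound dosing: 12.8 µM only. Measured by: p-Nitrophenol epi absorbance. Reagent: T5PNP substrate at 5 mM, a TopII-DNA adduct mimic. Replication: single well per compound.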
TCR-CD3 inh – human TCR-CD3 binding inhibition; TAMRA-labeled TCR probe fluorescence, biochemical; inhibition, % at 9.4 µM; actives 0.37% (n = 360,000); in the data active means inhibition above about 19%;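 further: recombinant mutant TCR 2C K166C tagged with TAMRA read by polarization; 0% = receptor in buffer alone and 100% = receptor with positive control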
mABHD4 FP – ABHD4 (mouse) inhibition, primary FP screen; inhibition, % at 8.92 µM; purified mABHD4, FP-Rh probe fluorescence polarization; Q8VD66; actives 0.54% (n = 370,000);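 active means inhibition exceeding the mean over every tested compound plus 3 SD, cut at about 30% in these data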;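 further: 0% = plate median of compound wells and 100% = S159A mutant with DMSO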
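Assay system: wild-type mouse ABHD4 protein; compound: single nominal dose of 8.92 µM, 0.89% DMSO final; schedule: 45 min + 60 min at 25 °C; measured by: FP readout, ex 525 nm / em 598 nm; evaluation: % inhibition of FP-Rh probe binding versus controls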
LEDGF integ inh – blocks HIV-1 LEDGF/p75-dependent DNA integration; TR-FRET IN-LEDGF/p75 DNA integration, Eu/Cy5; inhibition, % at 3.7 µM; actives 0.64% (n = 370,000);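 active means inhibition above the screen-wide mean plus 3 SD, cut at about 13% in these data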;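 further: signal is the Cy5 over europium emission ratio at 671 and 618 nm; 0% = plate median of compound wells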
Rev-erbA mod – modulates human Rev-erb alpha binding to DNA. P20393. Rev-erbα–FITC-DNA binding, fluorescence polarization, 90 min. activity, % at 10 µM. actives 0.79% (n = 370,000). AID 1259318;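 active means activity above about 14%, limit read from the data; passing the limit was not always enough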;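 further: 0% = DMSO wells with 35 nM protein and 100% = DMSO wells with 750 nM protein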
* hit, by the source's call; nt = not tested or not shown; & = joins results of further samples. These rows are one share of the data; rates above refer to the full screens.

SMILES	PG9 Ab binder	PRMT1 inh	rCAG binder	HTRA1 inh	SIAE primary	TDP2 inh	TCR-CD3 inh	mABHD4 FP	LEDGF integ inh	Rev-erbA mod
Cn1ccc2c(-c3ccc(F)cc3)cc3c(c21)C1CCC3C1 (stereo not given)	1.8	1.2	2.3	nt	0.5	5.3	-4.8	-1.9	-0.2	-1.2
Brc1c(CSc2nnc(-c3ccco3)o2)nc2ccccn12	0.6	0.7	0.7	-3.7	-7.4	-4.1	10.1	-3.2	-3.3	1.5
COc1ccc(C(=O)Nc2nnc(S(=O)(=O)N3CCCCCC3)s2)cc1OC	0.2	1.1	10.9	-9.8	-7.5	2.7	10.1	0.0	2.3	-2.6
COc1ccc(NC(=O)CN2C(=O)COc3ccc(S(=O)(=O)N4CCOCC4)cc32)cc1Cl	0.6	0.9	1.2	-4.6	0.6	3.7	0.2	-5.1	2.1	-1.4
Nc1nnn(CC(=O)N/N=C/c2ccc(O)cc2)n1	-0.4	-1.6	-0.2	4.7	1.8	-4.3	-0.9	2.1	4.5	-0.7
COc1cc(/C=C/C(=O)O)cc(OC)c1O	-0.6	9.5	1.8	4.3	6.3	-7.5	9.7	-2.5	0.3	2.2&0.6
CCOc1ccc(CCNC(=O)COC(=O)c2nc(Cl)ccc2Cl)cc1OCC	-0.8	-0.9	-1.0	0.5	-6.0	14.2	2.4	4.5	0.5	-4.6
Cc1cccc(N2CCN(C(=O)CN3C(=O)C4CC=CCC4C3=O)CC2)c1C (stereo not given)	-1.0	4.4	0.9	0.0	-3.7	-13.8	-4.5	-4.0	-5.8	9.8
CCOCCN1CCN(c2c3c(nc4cc(-c5ccc(F)cc5)nn24)CCC3)CC1	-1.9	-1.6	-4.4	3.4	-1.5	-8.4	-1.3	3.9	1.3	-8.9
N#Cc1ccc(OC(=O)Cc2ccsc2)cc1	-0.5	-2.4	-1.0	7.9	3.9	-7.0	0.6	1.9	-1.6	1.2
O=C(OCCN1CCN(C2CN(Cc3cn(Cc4ccccc4Cl)nn3)S(=O)(=O)C2)CC1)c1cc2ccccc2o1 (stereo not given)	nt	1.8	3.8	nt	-2.9	7.8	nt	4.0	-4.9	4.7
CCn1c(COc2cccc(OC)c2)nnc1SCC(=O)Nc1cc(OC)ccc1OC	0.5	0.4	-1.1	-4.6	-2.9	-1.0	5.8	-3.9	1.0	3.7
COc1ccc(C)cc1NC(=O)c1ccc2c(SCC(=O)O)c3c(nc2c1)CCCC3	-0.3	-1.6	23.9	-26.4	-9.3	2.3	8.5	-11.7	-0.7	-0.8
COC(=O)[C@]12C[C@H](CC(=O)NCCCCc3ccccc3)C(=O)N(Cc3ccccc3)C1=C[C@H](COCc1ccccc1)O[C@@H]2C	nt	4.6	9.0	nt	2.6	-8.1	nt	-7.0	-4.4	7.4
O=C(NCCC1=CCCCC1)C1CCN(S(=O)(=O)c2ccccc2[N+](=O)[O-])CC1	nt	-2.1	3.4	nt	-7.5	-8.7	nt	-4.7	0.5	6.5
CC1(C)CC(Cc2ccccc2C(F)(F)F)N(C(=O)OC(C)(C)C)C1 (stereo not given)	-0.5	-2.7	2.0	nt	2.1	1.6	4.0	1.3	-1.2	0.6
COC(=O)C[C@@H]1C[C@H]2c3cc(NS(C)(=O)=O)ccc3O[C@H]2[C@H](CO)O1	1.7	-1.7	2.1	-0.5	-2.5	0.0	2.7	-0.2	5.6	-9.6
CC1Cc2ccccc2N1C(=O)CSc1nnc(-c2ccc(S(=O)(=O)N3CCCC3)cc2)n1C (stereo not given)	-1.6	-2.0	3.0	2.3	-1.8	-0.4	2.9	3.6	-1.3	-1.0
O=C(Nc1nn[nH]n1)c1cccc(Oc2ccccc2)c1	0.8	0.9	3.0	2.1	-7.0	-7.1	8.7	8.2	2.4	-1.1
COc1cc(C2C(C(C)=O)=C(O)C(=O)N2CCc2ccc(OC)c(OC)c2)ccc1O (stereo not given)	-0.3	1.5	2.8	0.5	-2.0	10.1	0.2	2.2	-0.4	1.3
COC(=O)NCC1(C)CC(NC(=O)OC)CC(C)(C)C1 (stereo not given)	-0.3	1.3	-1.5	7.9	10.3	11.6	8.8	-1.7	-1.4	2.2
O=C(Nc1ccccc1F)N1CCc2ccccc2C1	-0.6	0.1	-0.1	-2.0	7.8	19.7	2.4	8.3	4.1	4.6
Cc1ccc(O)c(C2=NCCNC(C(F)(F)F)=C2)c1	-0.9	2.7	1.0	-1.8	8.4	4.9	11.2	6.5	-1.8	3.6
CC1CCCCC12NC(=O)N(CC(=O)N1CCN(C(=O)c3ccco3)CC1)C2=O (stereo not given)	1.2	1.4	2.5	-2.4	-0.4	4.2	-5.3	1.9	-4.5	-4.3
COc1ccc(Cc2nnc(Cl)c3ccccc23)cc1OC	1.4	1.1	-2.0	-3.4	3.5	10.8	-5.5	3.4	0.9	9.9

Just PRMT1 inh, for 5 of the compounds above:
compound,PRMT1 inh
Brc1c(CSc2nnc(-c3ccco3)o2)nc2ccccn12,0.7
COc1ccc(C(=O)Nc2nnc(S(=O)(=O)N3CCCCCC3)s2)cc1OC,1.1
COc1ccc(NC(=O)CN2C(=O)COc3ccc(S(=O)(=O)N4CCOCC4)cc32)cc1Cl,0.9
Nc1nnn(CC(=O)N/N=C/c2ccc(O)cc2)n1,-1.6
COc1cc(/C=C/C(=O)O)cc(OC)c1O,9.5

The listing continues:
SMILES	PG9 Ab binder	PRMT1 inh	rCAG binder	HTRA1 inh	SIAE primary	TDP2 inh	TCR-CD3 inh	mABHD4 FP	LEDGF integ inh	Rev-erbA mod
CC(C)CN1C(=O)C[C@]2(C(=O)N(C)c3ccc(NC(=O)C(F)(F)F)cc32)C1c1ccccc1 (stereo not given in full)	nt	-3.1	-0.6	nt	1.7	5.1	nt	-1.4	0.6	-2.6
COc1ccccc1NC(=O)COC(=O)CC(C)(C)CC1=NS(=O)(=O)c2ccccc2N1	-0.4	0.2	2.9	-0.3	-2.2	8.7	0.5	-0.4	-1.8	0.9
COC(=O)c1cc2c(c3c4cc(OC)ccc4n(S(=O)(=O)c4ccc(OC)cc4)c13)C(=O)N(Cc1ccco1)C2	0.5	2.4	21.4	nt	-12.0	16.9	9.2	-11.8	2.1	-1.0
C/C(=N\Nc1nc2ccccc2[nH]1)c1ccccn1	-4.3	-3.9	0.2	27.1	3.6	-11.1	-1.1	36.0*	3.0	-2.3
Cc1cc(C)c(C)c(S(=O)(=O)Nc2cccnc2)c1C	-0.5	1.9	-2.0	-1.0	1.0	7.7	-0.3	2.2	-1.7	-3.1
CC(C)[C@H](N[C@@H](C)c1ccccc1)c1c(O)ccc2ccccc12	1.2	4.7	5.2	-4.6	-3.9	-7.0	-3.5	-12.0	-8.9	3.7
O=C(Nc1ccc(N2CCOCC2)c(S(=O)(=O)Nc2ccccc2Cl)c1)c1ccc(=O)[nH]n1	-0.8	3.3	13.0	1.6	-1.6	-2.0	1.9	-1.7	2.6	-0.2
CCCCOc1ccc(/C=N/NC(=O)C2CCCNC2=O)cc1 (stereo not given)	-0.5	-3.3	-1.9	1.4	5.4	5.6	0.2	8.8	4.2	-4.8
COc1ccc2cc(CCNC(=O)c3cccs3)c(=O)[nH]c2c1	1.2	6.0	1.6	0.4	-5.3	1.7	-5.9	-5.6	-2.8	1.0
S=C(NCCc1ccc(Cl)cc1)NC1CCCC1	-3.1	-1.1	-1.7	-10.1	-2.4	-0.6	1.3	-6.6	2.1	6.4
CC(C)n1c(=S)[nH]c2cc(C(F)(F)F)ccc21	-0.5	1.7	-2.3	5.5	-4.2	-8.0	3.9	-2.5	0.4	5.0
O=C(NCCS(=O)(=O)NCc1ccccc1Cl)c1ccc2c(c1)OCO2	0.4	1.1	-0.6	3.7	13.6	-0.1	-2.0	7.2	1.2	4.7
O=C(COc1ccc(Cl)cc1)N(Cc1ccccc1)c1ccccn1	0.1	1.4	-1.9	-11.8	2.9	-11.4	2.1	-16.6	-3.8	3.6
Cc1cc(F)ccc1NCC(=O)Nc1ccccc1Br	-1.3	-2.6	-1.6	-3.9	3.4	-7.0	1.3	3.7	0.4	4.3
C[C@@H]1[C@@H](O)C[C@@]2(C[C@H](O)c3cc(Cl)cc(Cl)c3O2)O[C@H]1c1ccccc1Cl	nt	-4.2	-0.3	nt	-11.3	-12.7	nt	-34.9	0.8	2.6
COC(=O)CSc1nnc2n(C3CCCCC3)c(=O)c3c4c(sc3n12)CCCC4	-1.5	-0.4	-1.7	-5.6	2.2	0.7	3.9	3.0	-3.9	1.1
O=C(CCCN1C(=O)S/C(=C\C=C\c2ccccc2)C1=O)Nc1ccc(C(=O)O)cc1	-1.2	-0.1	28.2	4.8	-4.5	-1.6	-1.6	-48.8	-2.1	-9.2
O=C(NC(c1ccccc1)c1ccsc1)C1CCN(Cc2ccccc2)CC1 (stereo not given)	-1.6	6.3	0.4	nt	4.2	4.2	-6.5	1.0	-1.2	12.1
COc1ccc(-n2nc(C(=O)NCC(=O)N3CCN(C)CC3)c3ccccc3c2=O)cc1	-1.3	-2.2	-6.1	1.1	0.0	-9.0	4.8	-2.2	5.9	8.8
Cc1nc2c(Br)c(C)nn2c2c1CCC2	0.3	4.2	1.8	-0.3	-4.8	0.0	8.3	-5.1	-1.7	-2.3
O=C(NCC(=O)N1CCCCCC1)c1ccc(OC(F)F)cc1	-0.6	-1.4	-4.2	4.8	-4.1	-13.6	1.4	3.7	-0.3	-4.7
Cn1cccc1C(=O)C(=O)Nc1ccccc1	3.6	0.4	-0.5	-1.7	0.7	-3.0	-1.7	-7.4	1.9	2.7
CCC(C)(C)NC(=O)C(c1ccc(OC)cc1)N(C(=O)CCC(=O)Nc1cc(C)on1)c1cc(OC)ccc1OC (stereo not given)	2.2	6.0	3.0	-9.9	11.8	-4.1	-0.4	-4.9	0.1	3.4
CC(Oc1ccc(F)cc1)C(=O)Nc1sc2c(c1C(=O)NCc1cccnc1)CCCC2 (stereo not given)	-0.6	-3.3	-1.6	-40.3	7.0	-11.2	1.1	-10.7	-2.4	7.0
Cc1ccc(C)c(OCCC(=O)OCC(=O)Nc2cccnc2Cl)c1	-1.5	-0.8	-0.5	2.9	-1.8	-18.7	-11.3	-4.6	1.3	9.2
CCN1CCN(C(=O)c2[nH]c3ccc(OC)cc3c2C)CC1	-2.8	0.3	1.2	2.4	6.6	0.7	6.9	3.0	-2.3	0.9
N#Cc1ccsc1NC(=O)CN(Cc1ccccc1)Cc1ccccc1	-0.6	0.1	-5.2	-30.8	-1.6	2.9	3.3	-10.1	-0.6	8.6
O=C(Cn1nnc(-c2ccccc2)n1)NNC(=O)c1ccc(Br)cc1	-1.9	1.9	4.8	0.7	-3.6	-6.7	-4.3	-6.1	8.1	0.3

Sorted by heavy-atom count (low to high): part of the list above.
SMILES	PG9 Ab binder	PRMT1 inh	rCAG binder	HTRA1 inh	SIAE primary	TDP2 inh	TCR-CD3 inh	mABHD4 FP	LEDGF integ inh	Rev-erbA mod
COc1ccc2cc(CCNC(=O)c3cccs3)c(=O)[nH]c2c1	1.2	6.0	1.6	0.4	-5.3	1.7	-5.9	-5.6	-2.8	1.0
N#Cc1ccsc1NC(=O)CN(Cc1ccccc1)Cc1ccccc1	-0.6	0.1	-5.2	-30.8	-1.6	2.9	3.3	-10.1	-0.6	8.6
COC(=O)CSc1nnc2n(C3CCCCC3)c(=O)c3c4c(sc3n12)CCCC4	-1.5	-0.4	-1.7	-5.6	2.2	0.7	3.9	3.0	-3.9	1.1
